Screening data from PubChem.
Bcl-XL Bim block = inhibitors of Bim-Bcl-XL interaction, human; Q07817; inhibition, % at 10 µM; actives 0.04% (n = 190,000); AID 1007; Bim peptide-Bcl-XL binding, bead flow cytometry, fluorescence
ABCG2 inh = human ABCG2 inhibition, ABCB1 as counter-screen. AID 1325. IgMXP3 cells, JC-1 efflux, flow cytometry. actives 0.1% (n = 190,000). inhibition, % at 6.6 µM;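 active = inhibition above 80%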;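 note: 0% = DMSO and 100% = nicardipine control wells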
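Test system: IgMXP3 cells (ABCG2) mixed with DDAO far-red-labelled CCRF-Adr cells (ABCB1). Reagent: JC-1 transporter substrate. Compound dosing: single test compound dose, 6.6 µM final. Times: 10 min compound exposure, 25 °C. Detection: flow cytometry of retained JC-1 fluorescence. Read-out basis: efflux inhibition in percent versus controls. Controls: nicardipine and DMSO wells.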
Bim-Bcl-W = inhibitors of Bim-Bcl-W interaction, human | Q92843 | bead-based flow cytometry, Bim peptide-Bcl-W binding | inhibition, % at 10 µM | actives 0.02% (n = 190,000);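 note: 0% = bound tracer without compound and 100% = peptide blocker; higher means less fluorescent Bim peptide bound to Bcl-W beads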
Avidin fluor = compound fluoresces at 488/530 nm on avidin beads | AID 1775 | actives 0.38% (n = 220,000) | compound fluorescence 488/530 nm, flow cytometry; active compounds read high | fluorescence (KMESF) at 10 µM; in the data active = fluorescence above about 47; note: inactives centre near 10
RGS7-Gao = regulators of human RGS7-Galphao interaction | P09471 | Multiplexed bead flow cytometry, RGS7-Galphao binding; actives lie on both sides | binding response (% of control), % at 10 µM | actives 0.35% (n = 220,000); in the data active = binding response below about 49% or above about 150%; inconclusive = no clear call, values can overlap the other calls; inactive = in between;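 note: fluorescent Galphao held in activated GDP-AlF4 state binding bead-coupled RGS7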
Bcl-B Bim block = human Bim-Bcl-B interaction inhibition. bead-based flow cytometry, Bim peptide-Bcl-B binding. inhibition, % at 10 µM. actives 0.073% (n = 190,000). Q9HD36;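 note: 0% = tracer peptide without compound and 100% = reference inhibitor peptide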
Bcl-2 Bim block = human Bim-Bcl-2 interaction inhibition. AID 950. actives 0.06% (n = 190,000). inhibition, % at 10 µM. P10415. Bead-based flow cytometry, Bim peptide-Bcl-2 binding; in the data active = inhibition above about 40%; inconclusive = no clear call, values can overlap the other calls;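 note: 0% = no compound wells with probe peptide and 100% = reference peptide inhibitor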
ABCB1 block = inhibitors of human ABCB1 transporter, ABCG2 counter-screen; P08183; CCRF-Adr cells, JC-1 efflux, flow cytometry; inhibition, % at 6.6 µM; actives 0.067% (n = 190,000); in the data active = inhibition above about 40%;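 note: 0% = vehicle and 100% = reference inhibitor; higher value means more JC-1 retained so stronger ABCB1 efflux block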
Bim-Bfl-1 = disrupts Bim binding to human Bfl-1; inhibition, % at 10 µM; Bead-based flow cytometry, Bim-Bfl-1 binding inhibition; Q16548; actives 0.12% (n = 190,000);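 note: 0% = wells without compound plus tracer and 100% = blocker peptide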
RGS4-Gao reg = modulates binding of RGS4 to human Galphao | Multiplexed bead flow cytometry; actives lie on both sides | actives 0.33% (n = 220,000) | P09471 | binding response (% of control), % at 10 µM | AID 1415; in the data active = binding response below about 49% or above about 150%; inactive = in between;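 note: fluorescent Galphao activated with aluminum fluoride binding bead-coupled RGS4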
GSH bead fluor = compound fluoresces at 488/530 nm on GSH beads; GSH beads flow cytometry, compound fluorescence 488/530 nm; active compounds read high; actives 0.25% (n = 190,000); fluorescence (KMESF) at 10 µM; in the data active = fluorescence above about 89;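 note: glutathione beads carrying GST-tagged Bcl family fusion proteins plus one bare bead set; values are compound well signal with DMSO vehicle wells as background; inactives centre near 16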
* = called active by the depositor; ? = inconclusive; . = not tested or not shown. Cut-off read from the data, not from the text of the source, unless noted: active = inhibition above about 40%. Compounds as they come; 1.3% or so of the library scored in one or more.

SMILES	Bcl-XL Bim block	ABCG2 inh	Bim-Bcl-W	Avidin fluor	RGS7-Gao	Bcl-B Bim block	Bcl-2 Bim block	ABCB1 block	Bim-Bfl-1	RGS4-Gao reg	GSH bead fluor
CC(=O)Nc1cccc(NC(=O)CSc2nc3ccccc3o2)c1	-6	5	-3	6	100	-4	-4	.	-2	101	11
CCC(C)N1C(=O)/C(=C/c2c(NCCCOC(C)C)nc3c(C)cccn3c2=O)SC1=S (stereo unspecified)	.	39	.	42	107	.	?	28	.	106	85
CCOC(=O)CN1C(=O)N[C@@H](c2ccccc2)C(C(=O)OC)=C1C	0	0	0	9	102	-1	0	-0.2	0	102	19
CCOC(=O)c1c(C)[nH]c(C(=O)N/N=C/c2ccc(Br)cc2)c1C	-8	-1	-5	11	100	-5	0	0.0	2	100	11
O=C(N/N=C\c1ccc(OC(=O)c2ccco2)cc1)c1ccc(Cl)cc1	0	2	2	10	100	-1	2	0.0	-2	99	9
CCOc1cc(C=O)ccc1OS(=O)(=O)c1ccc(NC(C)=O)cc1	-4	7	-3	12	102	-7	-6	0.2	-10	98	14
Cc1ccc(/C=C2\SC(N3CCCC3)=NC2=O)cc1	0	17	3	10	109	0	2	0.8	-2	105	9
Cc1cccnc1NC(=S)NCc1ccco1	-3	28	-2	8	105	-26	2	0.6	15	98	10
COc1ccc(Cl)cc1S(=O)(=O)Oc1ccc(NC(C)=O)cc1	8	1	0	10	93	0	23	0.5	7	82	20
Cc1cc(CC(C)C)n(-c2nc3ccccc3c(=O)n2OCC(=O)N(C)C)n1	1	1	0	36	104	0	-2	0.8	-2	107	10
CC(=O)O[C@@H]1[C@@]2(C)O[C@H]2CC[C@]23O[C@H]2[C@H](OC3=O)C2=C(C)C(=O)O[C@@]21O	-1	5	-2	10	98	-6	-2	0.2	0	98	16
CNC(=O)CSc1nccn1Cc1ccc(Cl)cc1	0	-1	0	5	99	-6	-2	-0.2	0	100	10
O=C(N/C(=C\c1ccc([N+](=O)[O-])cc1)C(=O)N1CCOCC1)c1ccccc1	-2	2	-3	12	98	-3	-3	0.7	-6	108	11
O=C(Nc1ccn(C2CC(OC(=O)c3ccccc3)C(CO)O2)c(=O)n1)c1ccccc1 (stereo unspecified)	-8	15	-1	8	97	-8	-11	0.3	-19	103	25
Cn1c(=O)c2cc(S(=O)(=O)NCCC(=O)NCc3ccccc3Cl)ccc2n(C)c1=O	20	5	11	11	105	14	5	1.3	0	103	17
CCOC(=O)c1c(C)[nH]c(C)c1C(=O)CSc1nc2ccccc2c(=O)n1-c1ccc(CC)cc1	-10	5	-4	4	99	-8	-7	11	-1	100	9
CC(C)(C)C(=O)c1cnc(Nc2ccccc2)s1	-10	2	-3	11	100	-8	-9	0.0	-11	100	31
COc1cc2c(cc1NC(=O)CSc1ccc(C)cc1)oc1ccccc12	-1	0	0	36	93	-1	1	-0.2	0	94	16
CCOc1ccccc1C(=O)N[C@H](C(=O)OCc1cc([N+](=O)[O-])cc2c1OCOC2)C(C)C	-7	54	-3	10	102	-13	-8	13	-9	98	11
CC(=O)N/N=C(\C)CC(=O)Nc1cccc(C(F)(F)F)c1	-1	0	0	7	97	2	2	-0.5	5	96	12
Cc1ccc(-n2c(CCC(=O)O)ccc2-c2cccs2)cc1C	0	2	0	33	105	0	-4	0.4	-1	105	13
CCOC(=O)c1c(C2CC2)csc1NC(=O)COC(=O)c1cnc(Cl)c(Cl)c1	-9	33	-4	11	93	-12	-7	0.1	-11	94	11
O=C(NCc1ccccc1Cl)C(=O)NCC1OCCN1S(=O)(=O)c1cccs1 (stereo unspecified)	-1	1	-1	14	95	-3	-4	0.3	0	101	73
CC1(C)CC(=O)C(C=NCCN2CCNC2=O)=C(O)C1	-2	2	-4	5	100	-5	-5	0.2	-3	99	19
COc1ccc(C(=O)CSc2nnc(-c3cc4ccccc4cc3O)n2Cc2ccco2)cc1	-2	1	5	11	101	-2	1	0.7	7	103	6
COc1ccc(COc2cc(-c3cccc(OC)c3)nc3ccc(NC(=O)c4ccc(OC)cc4)cc23)cc1	0	-5	0	10	100	-3	0	-0.9	2	96	17
Cc1cccc(N2C(=O)C(O)=C(C(=O)c3cccs3)C2c2ccc(F)cc2)n1 (stereo unspecified)	-2	1	1	11	101	0	-1	1.4	-3	102	20
CCc1ccccc1NC(=S)N(CCN1CCOCC1)Cc1ccccc1F	0	13	0	12	?	2	1	1.0	5	97	13
Cc1ccc(S(=O)(=O)/N=C(\N)Nc2nc(C)c3ccccc3n2)cc1	-1	4	-1	3	102	0	0	0.8	0	105	7
CCn1nc(C)c(CNC(=O)CC2C(=O)NCCN2CC(C)(C)C)c1C (stereo unspecified)	-2	1	-1	11	102	-2	-1	0.3	-7	101	12
Cc1nc2ccccc2n1Cc1n[nH]c(=S)n1-c1ccc(Cl)cc1	-4	8	-1	6	107	-26	-2	0.5	1	105	10
CC(C)OCCCNc1nc2c(c(=O)n(Cc3ccccc3F)c(=O)n2C)n1C	2	9	-1	16	108	2	1	1.4	0	108	9
O=C(CN1CCOCC1)Nc1ccc(-c2nc3ccccc3[nH]2)cc1	-2	4	0	10	98	4	-3	0.8	-3	101	5
CCN=C1S/C(=C\c2ccc(O)c(OCC)c2)C(=O)N1CC	-2	2	0	4	102	0	4	-2.1	1	103	8
CCCC1(C(=O)OCC)NC(c2ccc(N(C)C)cc2)C2C(=O)N(c3ccc(F)cc3)C(=O)C21 (stereo unspecified)	0	3	4	7	96	-9	-3	0.7	-10	94	18
O=C(CSc1ccc([N+](=O)[O-])cc1)NCC1CCCCC1	-2	7	-1	8	?	-6	-3	0.4	-3	101	14
CC(C)(C)c1ccc(-c2conc2N)cc1	-5	1	-3	26	98	-8	-6	0.0	-7	98	15
Cc1c(-c2c(C#N)c(N)nc3c2CCCCCC3)cnn1C	0	0	1	34	97	0	-2	0.2	-1	95	16
O=C1NCC(CN(c2ccccc2)c2ccccc2)O1 (stereo unspecified)	-6	-1	0	6	101	-6	-9	-1.8	-13	100	35
CN1CCN(Cc2cccc(Oc3ccc(Cl)cc3)c2)CC1	-7	1	-4	9	111	-10	-7	0.3	-20	117	12
CC1(C)OC(=O)C(=CSc2ccc(C(C)(C)C)cc2)C(=O)O1	-2	0	-3	8	?	-2	-3	0.1	-5	99	15
Cc1nn(Cc2ccc(Cl)cc2)c(C)c1NC(=O)c1ccc([N+](=O)[O-])cc1	-3	7	-3	12	103	-9	-2	1.5	-5	98	12
CCN(Cc1ccccc1)C(=O)CSc1nc(C)cc(=O)[nH]1	-6	4	-3	5	91	-6	0	0.7	-4	94	20
CCC(CC)C(=O)NCCN1CCN(C(=O)C(CC)CC)CC1	-3	0	-5	38	98	-4	-4	0.1	0	97	12
Cc1ccc(-n2c(SCC(=O)Nc3ccc4c(c3)OCO4)nnc2-c2ccccn2)cc1	-4	3	-3	7	95	-9	-9	0.3	-8	100	14

Some of the entries so far, as labelled records.
COc1ccc(COc2cc(-c3cccc(OC)c3)nc3ccc(NC(=O)c4ccc(OC)cc4)cc23)cc1
  Bcl-XL Bim block: 0
  ABCG2 inh: -5
  Bim-Bcl-W: 0
  Avidin fluor: 10
  RGS7-Gao: 100
  Bcl-B Bim block: -3
  Bcl-2 Bim block: 0
  ABCB1 block: -0.9
  Bim-Bfl-1: 2
  RGS4-Gao reg: 96
  GSH bead fluor: 17

CCN(Cc1ccccc1)C(=O)CSc1nc(C)cc(=O)[nH]1
  Bcl-XL Bim block: -6
  ABCG2 inh: 4
  Bim-Bcl-W: -3
  Avidin fluor: 5
  RGS7-Gao: 91
  Bcl-B Bim block: -6
  Bcl-2 Bim block: 0
  ABCB1 block: 0.7
  Bim-Bfl-1: -4
  RGS4-Gao reg: 94
  GSH bead fluor: 20

CC(C)OCCCNc1nc2c(c(=O)n(Cc3ccccc3F)c(=O)n2C)n1C
  Bcl-XL Bim block: 2
  ABCG2 inh: 9
  Bim-Bcl-W: -1
  Avidin fluor: 16
  RGS7-Gao: 108
  Bcl-B Bim block: 2
  Bcl-2 Bim block: 1
  ABCB1 block: 1.4
  Bim-Bfl-1: 0
  RGS4-Gao reg: 108
  GSH bead fluor: 9

Entries above that contain an aryl methoxy group:
SMILES	Bcl-XL Bim block	ABCG2 inh	Bim-Bcl-W	Avidin fluor	RGS7-Gao	Bcl-B Bim block	Bcl-2 Bim block	ABCB1 block	Bim-Bfl-1	RGS4-Gao reg	GSH bead fluor
COc1ccc(Cl)cc1S(=O)(=O)Oc1ccc(NC(C)=O)cc1	8	1	0	10	93	0	23	0.5	7	82	20
COc1cc2c(cc1NC(=O)CSc1ccc(C)cc1)oc1ccccc12	-1	0	0	36	93	-1	1	-0.2	0	94	16
COc1ccc(C(=O)CSc2nnc(-c3cc4ccccc4cc3O)n2Cc2ccco2)cc1	-2	1	5	11	101	-2	1	0.7	7	103	6
COc1ccc(COc2cc(-c3cccc(OC)c3)nc3ccc(NC(=O)c4ccc(OC)cc4)cc23)cc1	0	-5	0	10	100	-3	0	-0.9	2	96	17
